CHT allo act = allosterically activates the human high affinity choline transporter. Q9GZV3. CHT-expressing cells, membrane potential dye, choline EC20; hits give high values; LV-AA mutant CHT in HEK293 cells. B-score at 10 µM. 310,000 compounds, 0.49% hits. AID 488977;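 active means initial fluorescence not abnormally high and integrated response B-score, plate-corrected, over 3 SD above library mean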
Target sequence (Q9GZV3 whole entry, looked up): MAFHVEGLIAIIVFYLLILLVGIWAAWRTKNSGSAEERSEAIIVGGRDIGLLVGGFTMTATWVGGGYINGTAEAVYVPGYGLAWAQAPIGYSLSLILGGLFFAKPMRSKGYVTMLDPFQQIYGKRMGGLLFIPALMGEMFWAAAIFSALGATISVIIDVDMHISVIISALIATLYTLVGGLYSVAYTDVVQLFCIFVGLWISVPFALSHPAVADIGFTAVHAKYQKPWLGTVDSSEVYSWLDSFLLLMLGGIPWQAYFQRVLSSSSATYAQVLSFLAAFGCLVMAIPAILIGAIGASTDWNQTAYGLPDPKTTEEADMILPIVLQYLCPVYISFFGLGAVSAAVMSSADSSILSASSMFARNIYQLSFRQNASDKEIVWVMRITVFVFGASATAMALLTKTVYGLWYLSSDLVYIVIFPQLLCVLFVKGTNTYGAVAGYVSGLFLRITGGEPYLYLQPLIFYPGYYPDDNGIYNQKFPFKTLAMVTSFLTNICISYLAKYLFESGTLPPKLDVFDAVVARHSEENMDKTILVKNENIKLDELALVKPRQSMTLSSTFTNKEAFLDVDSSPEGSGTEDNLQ
CHT inh = inhibitors of human choline transporter CHT. AID 488975. 310,000 compounds, 0.86% hits. CHT-expressing cells, membrane potential dye, choline response; hits give low values. B-score at 10 µM;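 active means B-score over 3 SD under the library average, and starting fluorescence ratio not unusually high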;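 further: choline stimulus applied at its EC90 after an EC20 pre-addition; B-score computed on integrated fluorescence ratio after choline addition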
STK33 inh = blocks human STK33 kinase activity. Q9BYT3. purified STK33, MBP phosphorylation, ADP-Glo luminescence. inhibition, % at 10 µM. 320,000 compounds, 0.073% hits;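 active means inhibition at or above 25%, using the most active replicate where run in duplicate; inactive means inhibition below 25%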
Target sequence (Q9BYT3 whole entry, looked up): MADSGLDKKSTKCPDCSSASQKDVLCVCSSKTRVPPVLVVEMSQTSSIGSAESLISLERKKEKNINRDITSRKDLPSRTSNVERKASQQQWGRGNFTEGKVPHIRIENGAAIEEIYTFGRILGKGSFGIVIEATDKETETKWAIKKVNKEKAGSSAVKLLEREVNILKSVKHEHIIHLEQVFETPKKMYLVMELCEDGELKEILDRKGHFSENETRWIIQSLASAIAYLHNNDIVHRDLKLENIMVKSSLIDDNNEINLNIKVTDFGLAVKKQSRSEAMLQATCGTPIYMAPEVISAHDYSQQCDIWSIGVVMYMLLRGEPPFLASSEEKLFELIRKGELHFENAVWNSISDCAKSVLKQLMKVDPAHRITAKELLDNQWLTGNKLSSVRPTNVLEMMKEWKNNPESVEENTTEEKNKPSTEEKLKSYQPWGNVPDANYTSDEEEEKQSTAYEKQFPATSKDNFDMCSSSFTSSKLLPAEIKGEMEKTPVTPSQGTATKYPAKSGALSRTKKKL
Active calls of the source: *; i = inactive.

SMILES	CHT allo act	CHT inh	STK33 inh
CCn1c(CNC(=O)COc2ccc(C(C)C)cc2)nnc1SCC(=O)Nc1ccccc1	i	i	-1.8
CC(C(=O)OCn1nnc2ccccc2c1=O)N1C(=O)c2ccccc2C1=O (stereo not given)	i	i	-0.7
CCc1ccccc1NC(=O)Cn1ccn(-c2ccc(OC)cc2)c(=O)c1=O	i	i	-0.8
COc1ccc(CNC(=O)CCC(=O)Nc2cccnc2)cc1	i	i	-1.1
COc1cccc(/C(N)=N/OC(=O)Cc2ccccc2[N+](=O)[O-])c1	i	i	-1.4
Clc1cccc(NCc2cn3cccnc3n2)c1	i	i	-0.9
Cc1c(Cl)cccc1NC(=S)N1CCN(c2ccccn2)CC1	i	i	-0.9
COCNc1nc(OCC#N)nc(N(C)C)n1	i	i	-1.1
O=S(=O)(c1cccc(-c2csc(N/N=C/c3ccco3)n2)c1)N1CCOCC1	i	i	-0.3
Cc1cc(C)cc(NC(=S)NCCSc2ccc(Cl)cc2)c1	i	i	0.7
COc1ccc(OC)c(CN2CCC(N3CCC(C(=O)NC4CC4)CC3)CC2)c1	i	i	0.7
Cn1ncc2c(Nc3cccc(C(=O)O)c3)ncnc21	i	i	-1.1
COc1cccc(N(CC(=O)NC(C)c2ccccc2)S(C)(=O)=O)c1 (stereo not given)	i	i	-2.3
O=C(Nc1ccccc1)N1CCN(S(=O)(=O)c2ccccc2)CC1	i	i	0.1
N#Cc1nc(-c2ccco2)oc1N1CCC(C(N)=O)CC1	i	i	0.2
Cc1cc(SCC(=O)NC(=O)NCc2ccco2)nc2c(C)cccc12	i	i	0.6
CCCCCCCC(=O)NNC(=O)c1c(O)c2ccccc2n(CCC)c1=O	i	i	3.4
O=S(=O)(c1ccc2ccccc2c1)N(CC(O)COCc1ccco1)c1ccccc1 (stereo not given)	i	i	-0.9
CCn1c(SCC(=O)N/N=C/C(C)=C\c2ccco2)nnc1-c1ccccc1	i	i	-0.8
CCOc1ccc(NC(=O)CCCN2C(=S)NC(C)(C)CC2C)cc1 (stereo not given)	i	i	-1.0
Cc1cc(C)c2nc3c(c(C(=O)O)c2c1)CCC3	i	i	-2.8
COc1ccc(OC)c(NS(=O)(=O)Cc2ccccc2)c1	i	i	3.5
Cc1cccc2cc(CN(Cc3ccco3)C(=O)Nc3cccc(C#N)c3)c(Cl)nc12	i	i	0.0
COc1cccc(NC(=O)CCCOc2cc(=O)n(C)c3ccccc23)c1	i	i	-0.5
O=C(Nc1nc(-c2ccccc2)cs1)C1CCCN(S(=O)(=O)c2cccc([N+](=O)[O-])c2)C1 (stereo not given)	i	i	0.3

Going on with the list.
SMILES	CHT allo act	CHT inh	STK33 inh
CN(C)S(=O)(=O)c1ccc(N2CCCC2)c(C(=O)Nc2ccccc2OC(F)F)c1	i	i	-0.5
COc1ccc(NS(=O)(=O)c2ccc(N)c(C(=O)O)c2)cc1	i	i	4.6
CN(C)S(=O)(=O)c1cccc(NC(=S)NC23CC4CC(CC(C4)C2)C3)c1	i	i	-0.5
COCCN(Cc1cc2ccc(C)cc2[nH]c1=O)S(=O)(=O)c1ccccc1	i	i	-0.3
COc1cc2c(cc1NC(=S)Nc1cccc(C(F)(F)F)c1)oc1ccccc12	i	i	-0.9
COc1ccccc1-c1cc(C(F)(F)F)nc(N2CCN(c3ccc(F)cc3)CC2)n1	i	i	-3.3
CCC1(C)Cc2ccccc2-c2nc3n(c(=O)c21)CCS3 (stereo not given)	i	i	-0.5
CCc1noc(C)c1C(=O)Nc1nc2ccc(F)cc2s1	i	i	-0.1
COc1ccc(N2C(=O)[C@@H]3Cc4ccccc4CN3C2=O)cc1	i	i	-1.4
C[C@@H]1CC[C@H](O)/C=C/C(=O)O[C@H](C)CC[C@H](O)/C=C/C(=O)O1	i	i	-1.2
CCOC(=O)c1cc(-c2ccccc2)nn1Cc1cc(C)no1	i	i	-0.2
CN1C(=O)C2(OCCCO2)c2ccccc21	i	i	0.3
Cn1c(=O)c2c(nc(N3CCOCC3)n2CCc2ccccc2)n(C)c1=O	i	i	-0.6
CCN1CCN(c2ccc(NC(=O)c3ccco3)cc2Cl)CC1	i	i	4.9
O=C(OCn1nnc2ccccc2c1=O)C1COc2ccccc2O1 (stereo not given)	i	i	-0.6
Fc1c(F)c(F)c(N/N=C/c2c[nH]c3ccccc23)c(F)c1F	i	i	-0.3
CCOC(=O)c1ccc(NC(=S)NC(=O)COc2ccccc2)cc1	i	i	-1.6
Oc1ccc(-c2nccc(-c3ccc(Cl)cc3Cl)n2)cc1	i	i	1.0
Cc1ccc(NC(=O)Nn2cnnc2)cc1	i	i	-1.8
COc1ccc(C2N=C(N)N=C(N)N2c2ccccc2)cc1OC (stereo not given)	i	i	0.2
O=C1c2ccccc2C(=O)N1CCCON1C(=O)c2ccccc2C1=O	i	i	-2.7
N#CC1=C(N)OC2=C(C(=O)CCC2)C1c1ccc(OC(=O)N2CCOCC2)cc1 (stereo not given)	i	i	-1.4
CCc1ccc(OCC(=O)Nc2cc(S(=O)(=O)CC)ccc2O)cc1	i	i	-0.7
CC(C)(C)c1ccc(/C=N/Nc2nncn2N)cc1	i	i	-2.9
CCOc1ccc(C(=O)Nn2cnnc2)cc1	i	i	-2.2

14 entries from above, bar-delimited:
Structure | CHT allo act | CHT inh | STK33 inh
CN(C)S(=O)(=O)c1ccc(N2CCCC2)c(C(=O)Nc2ccccc2OC(F)F)c1 | i | i | -0.5
COc1ccc(NS(=O)(=O)c2ccc(N)c(C(=O)O)c2)cc1 | i | i | 4.6
CN(C)S(=O)(=O)c1cccc(NC(=S)NC23CC4CC(CC(C4)C2)C3)c1 | i | i | -0.5
COCCN(Cc1cc2ccc(C)cc2[nH]c1=O)S(=O)(=O)c1ccccc1 | i | i | -0.3
COc1cc2c(cc1NC(=S)Nc1cccc(C(F)(F)F)c1)oc1ccccc12 | i | i | -0.9
COc1ccccc1-c1cc(C(F)(F)F)nc(N2CCN(c3ccc(F)cc3)CC2)n1 | i | i | -3.3
CCC1(C)Cc2ccccc2-c2nc3n(c(=O)c21)CCS3 (stereo not given) | i | i | -0.5
CCc1noc(C)c1C(=O)Nc1nc2ccc(F)cc2s1 | i | i | -0.1
COc1ccc(N2C(=O)[C@@H]3Cc4ccccc4CN3C2=O)cc1 | i | i | -1.4
C[C@@H]1CC[C@H](O)/C=C/C(=O)O[C@H](C)CC[C@H](O)/C=C/C(=O)O1 | i | i | -1.2
CCOC(=O)c1cc(-c2ccccc2)nn1Cc1cc(C)no1 | i | i | -0.2
CN1C(=O)C2(OCCCO2)c2ccccc21 | i | i | 0.3
Cn1c(=O)c2c(nc(N3CCOCC3)n2CCc2ccccc2)n(C)c1=O | i | i | -0.6
CCN1CCN(c2ccc(NC(=O)c3ccco3)cc2Cl)CC1 | i | i | 4.9

(further entries)
SMILES	CHT allo act	CHT inh	STK33 inh
Cc1cccc(C(=O)NNS(=O)(=O)c2ccc(F)cc2)c1O	i	i	-1.5
O=C(NC(N1CCCCCC1)C(Cl)(Cl)Cl)c1ccccc1Cl (stereo not given)	i	i	0.5
CCOC(=O)N/N=C/c1ccccc1F	i	i	-1.0
CCN1CCN(CCCN(Cc2ccco2)C(=S)Nc2ccc(C)c(Cl)c2)CC1	i	i	-0.4
Clc1ccc(-n2nnc(-c3cccnc3Cl)n2)cc1Cl	i	i	-0.9
CCOC(=O)C(=NCCCN(C)C)NNc1ccc(Br)cc1	i	i	-0.5
O=C(C[n+]1ccc(-c2nnc3n2CCCCC3)cc1)c1ccc(Cl)cc1	i	i	1.0
COc1ccc(C(=O)c2ccsc2N)cc1	i	i	-2.5
COC(=O)c1cc(NC(=O)c2ccc(-c3ccccc3)cc2)ccc1Cl	i	i	-0.3
O=C(NCCc1ccccc1)c1noc2c1CCc1ccccc1-2	i	i	-1.0
CCOc1ccc2oc(C(=O)NNC(=O)c3ccccc3O)c(C)c2c1	i	i	-0.3
O=C(N/C=C/c1ccccc1)c1ccccc1	i	i	1.0
Cc1ccccc1C1C(=O)c2ccccc2C1=O	i	i	-1.4
CC(C)C1N=C(c2ccc3c(c2)OCO3)CC(c2ccccc2O)N1 (stereo not given)	i	i	-0.1
CC(C)(C)OC(=O)NCc1ccc(CNC(=O)c2[nH]cnc2C(=O)N[C@@H](Cc2ccccc2)C(=O)OC(C)(C)C)cc1	i	i	-0.1
Nc1nc2nccc(-c3ccco3)n2n1	i	i	-0.3
COc1ccc(CCNC(=O)NC23CC4CC(CC(C4)C2)C3)cc1OC	i	i	-1.3
CC(=O)c1cccc(N(C(=O)c2ccccn2)C(C(=O)NC2CCCCC2)c2cccs2)c1 (stereo not given)	i	i	-2.6
CCNC(=S)N/N=C(\C)c1ccc2c(c1)OCCO2	i	i	-0.8
CN1C[C@@H]2C(c3ccc(C(F)(F)F)cc3)C3(c4ccccc4)CC2(C3)[C@H]1c1ccccc1 (stereo not given in full)	i	i	0.5
Cc1ccccc1-n1c(=S)[nH]c2nc3c(cc2c1=O)CCCC3	i	i	-1.0
Cc1ccc(S(=O)(=O)N2CCCC(C(=O)NCCC3=CCCCC3)C2)cc1 (stereo not given)	i	i	-1.3
COc1cccc(N(CC(=O)NCCSCc2ccc(Cl)cc2)S(C)(=O)=O)c1	i	i	0.2
CN(Cc1cccs1)C(=O)CSc1nc(N)cc(N)n1	i	i	-0.9
CCn1cc(CNCc2cn[nH]c2-c2cc3ccccc3o2)cn1	i	i	-0.1

(further entries)
SMILES	CHT allo act	CHT inh	STK33 inh
COc1ccc2c(C)cc(N3CCN(c4ccc(F)cc4)CC3)nc2c1	i	i	-1.0
COc1ccc(-c2c3c(nc4sc5c(Cl)nc(C)nc5c24)CCC3)cc1	i	i	1.6
Cc1cc(=O)oc2cc(OCC(=O)OCC(=O)Nc3ccc(C(N)=O)cc3)ccc12	i	i	0.3
CCC(C)NCCCOc1ccc(Cl)cc1C(C)(C)C (stereo not given)	i	i	-0.8
COc1cc(C(=O)NCC(=O)N2CCN(S(=O)(=O)c3cc(C)ccc3C)CC2)cc(OC)c1OC	i	i	-2.5
Cc1c(OCC(=O)NCC2CCC(C(=O)O)CC2)ccc2c3c(c(=O)oc12)CCC3 (stereo not given)	i	i	-0.5
COC(=O)c1ccc(NC(=O)Nc2ccc(C)cc2)cc1	i	i	0.5
Cc1nc2c(-c3ccc(Cl)cc3)cnn2c(N)c1-c1ccc(F)cc1	i	i	-0.8
Cc1ccc2[nH]c3c(c2c1)CN(C(=O)CN(C)CC1OCCO1)CC3	i	i	1.8
Cc1ccc(CN2CCN(/N=C/c3cccs3)CC2)cc1	i	i	-1.9
CCCCCC(=O)Nc1nc(C)c(-c2csc(Nc3ccccc3OC)n2)s1	i	i	0.5
Cc1c(NC(=O)CC(O)(C(F)(F)F)C(F)(F)F)c(=O)n(-c2ccccc2)n1C	i	i	-1.0
CCC1ON(C(C)C)C2c3nc4ccccc4n3CC12 (stereo not given)	i	i	0.8
CC(C)(C)c1ccc(C(=O)Nc2ccc(N3CCOCC3)cc2)cc1	i	i	-0.6
Oc1c(C(Nc2cccc(C(F)(F)F)c2)c2cccnc2)ccc2cccnc12 (stereo not given)	i	i	-1.5
Cc1cccn2c(=O)c3cc(S(=O)(=O)c4ccc(Br)cc4)c(=N)n(C4CCCC4)c3nc12	i	i	-1.1
COC(=O)C(NC(C)=O)(Nc1nc2c(s1)CCCC2)C(F)(F)F (stereo not given)	i	i	-1.3
CCOC(=O)c1c(C)[nH]c(C(=O)N2CCC(C(=O)OCC)CC2)c1C	i	i	1.3
O=C(O)c1ccc(COc2ccc(CO)cc2Cl)cc1	i	i	-0.9
CCOc1ccccc1/C=C(\NC(=O)c1ccccc1)C(=O)NCCC(=O)O	i	i	-0.6
O=C(N[C@@H](Cc1ccccc1)C(=O)N1CCC2(CC1)NCCc1[nH]cnc12)c1cccc(F)c1	i	i	-1.3
CC(C)c1nnc(NC(=O)CCc2ccccc2)s1	i	i	-0.2
CN(C(=O)c1ccc(S(=O)(=O)N2CCCC2)cc1)C1CCCCC1	i	i	-0.8
CC(=O)Nc1ccc(S(=O)(=O)Nc2cccc(N(C)S(C)(=O)=O)c2)cc1	i	i	-0.8
Cc1ccc(C(C)C)c(OCc2ccc(C(=O)N/N=C/c3cccc(O)c3O)cc2)c1	i	i	0.2

Next section.
SMILES	CHT allo act	CHT inh	STK33 inh
COc1cccc(NC(=S)NC2CC3CCCC(C2)N3C2CCCC2)c1 (stereo not given)	i	i	-1.4
O=C(N/N=C/C(Cl)=C/c1ccccc1)c1ccncc1	i	i	-1.7
COc1cccc(-c2nc3c(c(=O)[nH]c(=O)n3Cc3ccccc3)n2CCO)c1OC(F)F	i	i	0.4
N#CCCn1cc(C(=O)Nc2ccc(C(=O)O)cc2)c(-c2cc3ccccc3o2)n1	i	i	0.0
CC(C)c1ccc(O)c(NC(=O)c2cncc(Br)c2)c1	i	i	-2.1
O=C(O)[C@H](Cc1ccccc1)N1Cc2ccccc2C1=O	i	i	-0.8
Cc1cccc(-n2nc(C)c3c2NC2=C(C(=O)CCC2)C3c2ccccn2)c1 (stereo not given)	i	i	-2.4
CCOC(=O)c1c(C)c(C(=O)NCc2ccc(OC)cc2)c(C)n1C	i	i	1.5
O=C(CCSc1nnc(-c2ccncc2)o1)Nc1ccccc1Cl	i	i	1.2
CN1C(C(=O)NCc2cccc(C(F)(F)F)c2)CC2Cn3c(nc4cc(Cl)c(Cl)cc43)C21 (stereo not given)	i	i	0.1
COC(=O)C1(CO)NC(c2ccc(C)cc2)C2C(=O)N(c3ccccc3)C(=O)C21 (stereo not given)	i	i	-0.3
COc1ccc(/C(=N/O)C(C)(C)NO)cc1	i	i	-0.9
CCOC(=O)C1=C(C)C/C(=N\NC(=O)c2ccccc2O)CC1	i	i	1.0
CCN1CCN(c2ccc(S(=O)(=O)N3CCOCC3)cc2NC(=O)c2cc(Cl)nc3ccccc23)CC1	i	i	-0.4
COC(=O)Cn1nc(-c2ccccc2)c2ccccc21	i	i	-1.4
CCOC(=O)c1sc(NC(=O)c2cc3ccccc3o2)nc1C	i	i	-0.1

Rows are unselected; 1.5% or so of the library scored in one or more.
